High-throughput results deposited in PubChem by National Center for Advancing Translational Sciences (NCATS).
Pf growth 96h: P. falciparum growth inhibition at 96 hours. P. falciparum luciferase reporter growth, 96 h. 320,000 tested, 6.9% active. AID 504834. Potency, µM (highest dose often 28.7 µM), for inactives: at the top dose activity change, negative = inhibition, hits mostly inhibitors; note: potency is the fitted concentration of half-maximal effect; % is set by controls: 0 for no effect and ±100 for the full control effect
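Two-generation exposure (96 h) targets delayed-death phenotype. Reporter parasites carrying integrated firefly luciferase, in red cells at 2% hematocrit and 0.05% parasitemia final, kept at 37 C, 5% CO2; luminescence loss indicates inhibition.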
Pf growth 48h: inhibits P. falciparum growth in the first generation, 48 h; P. falciparum luciferase growth in erythrocytes, 48 h; Potency, µM (doses to about 28.7 µM), inactives show at the top dose activity change, negative = inhibition, most hits filed as inhibitors; 310,000 tested, 5.9% active; AID 504832; note: potency is the fitted concentration of half-maximal effect; % is set by controls: 0 for no effect and ±100 for the full control effect
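Luminescence readout; reporter = integrated firefly luciferase in P. falciparum. RBC culture at 2% hematocrit, 0.1% parasitemia final, 37 C/5% CO2; decreased signal taken as growth inhibition.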
FBPA Giardia inh: Giardia lamblia aldolase inhibition; 290,000 tested, 0.71% active; AID 2451; purified Giardia FBPA; Potency, µM (series often up to 59.6 µM), for the others: at the top dose activity, negative = inhibition, actives largely listed as inhibitors; note: potency is the fitted concentration of half-maximal effect; % is set by controls: 0 for no effect and ±100 for the full control effect; nearly all actives have a fitted effect of over 55% in size
Target sequence (A8B2U2 whole entry, looked up): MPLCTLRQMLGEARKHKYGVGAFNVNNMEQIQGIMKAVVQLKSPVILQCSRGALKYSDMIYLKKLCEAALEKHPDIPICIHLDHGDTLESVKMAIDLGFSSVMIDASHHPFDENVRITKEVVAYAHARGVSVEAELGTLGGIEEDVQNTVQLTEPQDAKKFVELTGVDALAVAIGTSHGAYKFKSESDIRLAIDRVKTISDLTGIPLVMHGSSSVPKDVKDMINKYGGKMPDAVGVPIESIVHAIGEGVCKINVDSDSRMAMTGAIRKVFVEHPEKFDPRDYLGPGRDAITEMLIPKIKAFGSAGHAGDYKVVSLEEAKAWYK
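Giardia FBPA (40 nM reagent) was preincubated 10 min at RT with compound (up to 57.5 uM final), then substrate plus GAPDH/TPI/NAD/arsenate coupling system with diaphorase/resazurin was added; resorufin fluorescence (525/598 nm) was read after 20 min.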
Cycloheximide cs: affects cycloheximide protein synthesis inhibition readout, counter-screen | cell reporter, cycloheximide protein synthesis inhibition counterscreen | max response, % | 300,000 tested, 12% active | AID 2314; in the data active = max response mostly above about 13%, no sharp cut-off; inactive = mostly below about 14%; note: read at 38.3 µM for the half of the compounds with a filed dose; 0% is about no effect
Shiga inhibitor: inhibitors of Shiga toxin in Vero cells | Vero cells, Shiga toxin protein synthesis inhibition reporter | inhibition, % at 38.7 µM | 290,000 tested, 9.2% active | AID 2315; in the data active = inhibition mostly above about 28%, no sharp cut-off; inactive = mostly below about 43%; note: 0% is about no effect
Sm TGR inh: blocks Schistosoma mansoni thioredoxin glutathione reductase. Q962Y6. purified TGR, DTNB reduction, TNB absorbance 405 nm. Potency, µM (top dose mostly 114 µM), for inactives: top-dose activity change, negative = inhibition, actives largely listed as inhibitors. 360,000 tested, 3% active; note: potency is the fitted concentration of half-maximal effect; % is set by controls: 0 for no effect and ±100 for the full control effect; nearly all actives have a fitted effect of over 60% in size
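First, TGR (20 nM dispensed) and NADPH were mixed with compound. Second, a 15 min room-temperature incubation followed. Third, further NADPH and then DTNB were added to start the reaction. Finally, TNB absorbance was monitored kinetically.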
Numbers without * were called inactive; u = inconclusive; x = no result given; [ ] = remark or other dose. Unless noted, calls come from the whole dose curve; as a rule, active = well fitted curve in the direction sought with a large enough effect; inconclusive = small, poorly fitted or top-dose-only effect, or another doubt; inactive = no such curve, though single readings can be large; an effect the other way counts as inactive or inconclusive.

mol	Pf growth 96h	Pf growth 48h	FBPA Giardia inh	Cycloheximide cs	Shiga inhibitor	Sm TGR inh
Cn1c(=O)c2[nH]c(NCC3CCCO3)nc2n(-c2ccccc2)c1=O (stereo not drawn)	-0.3%	-0.7%	-0.6%	-1.6	-32.9	-10.8%
Cc1ccc(-n2c(-c3ccccc3)cc(=O)nc2C)cc1	u	u	8.4%	-3.9	-26.9	1.1%
COc1ccc([N+](=O)[O-])cc1NC(=O)c1ccc(Br)s1	43.2%[activator]	31.6%[activator]	-0.7%	1.8	-6.3	u
COc1ccc(Cl)cc1C(=O)Nn1c(-c2cccs2)nc2ccccc2c1=O	-0.8%	15.5%	19.5%	8.5	21.8	-14.8%
COC(=O)c1c(NC(=O)CSc2nc(-c3ccco3)cc(C(F)(F)F)n2)sc2c1CCCC2	x	-4.0%	3.8%	-1.5	-21.3	-2.1%
COc1ccc(NS(=O)(=O)c2ccc3c(c2)N(C(C)=O)CCO3)c(OC)c1	0.2%	-0.9%	-4.0%	-4.0	-6.3	-19.2%
CCN(CC)S(=O)(=O)c1ccc(-n2c(=O)c(C(C)C)c(C)n2C)cc1	93.6%[activator]	-4.9%	2.3%	1.1	-0.7	16.6%
Cc1ccc(OCC(=O)NCCCNC(=O)c2cnccn2)cc1C	-7.1%	u	-3.7%	2.6	2.5	-6.5%
Cc1ccc(CS(=O)Cc2ccc(C(=O)N3CCN(c4ccccn4)CC3)o2)cc1 (stereo not drawn)	33.7%[activator]	-18.1%	x	-1.5	7.5	-19.8%
Cc1ccc(NC(=O)CCS(=O)(=O)c2ccc(Br)s2)cc1	256.6%[activator]	11.9%	-16.6%	8.4	9.5	-7.7%
CN1CCN(Cc2oc(CO)cc(=O)c2O)CC1	44.1%[activator]	x	-3.9%	-3.6	-7.2	-25.6%
CC(C)(C)NC(=O)C1CCN(S(=O)(=O)c2cccc3nsnc23)CC1	15.8%	4.0%	1.0%	-2.3	-12.6	0.7%
COc1ccc2nc(NC(=O)CSC3=NCCS3)sc2c1	-13.6%	-1.8%	0.8%	31.6*	54.9	9.0%
O=C(Nc1ncc(Cc2cccc([N+](=O)[O-])c2)s1)c1ccco1	17.5%	71.1%[activator]	-3.2%	29.5*	101.7*	0.0%
CCN1CCN(S(=O)(=O)c2ccc(C(=O)Nc3sc4c(c3C(N)=O)CCN(CC)C4)cc2)CC1	u	u	x	-5.4	-34.8	-24.2%
CCCCC(=O)OCc1nc2ccccc2s1	76.3%[activator]	394.7%[activator]	2.4%	27.9*	75.8	-7.3%
CCCN(CCC)CCCNC(=O)c1nn(-c2cccc(OC)c2)c(=O)c2ccccc12	11.7µM*	u	5.5%	4.1	8.0	4.3%
CCOc1ccc2[nH]c(=O)c(CN(CCCO)C(C)=O)cc2c1	u	14.9%	5.9%	1.7	37.3	3.7%
Cc1cc(C(=O)NNC(=O)c2c(-c3c(Cl)cccc3Cl)noc2C)no1	u	u	x	0.3	-8.8	3.6%
Cn1c(=O)c2c(-c3ccccc3)n(CCCN3CCOCC3)cc2n(C)c1=O	x	-20.0%	2.5%	-3.6	2.0	-24.3%

Compound profiles, as listed above. Screens in order: Pf growth 96h | Pf growth 48h | FBPA Giardia inh | Cycloheximide cs | Shiga inhibitor | Sm TGR inh
`Cc1ccc(NC(=O)CCS(=O)(=O)c2ccc(Br)s2)cc1` is listed as 256.6%[activator] | 11.9% | -16.6% | 8.4 | 9.5 | -7.7%
`CCOc1ccc2[nH]c(=O)c(CN(CCCO)C(C)=O)cc2c1` is listed as u | 14.9% | 5.9% | 1.7 | 37.3 | 3.7%
`Cc1cc(C(=O)NNC(=O)c2c(-c3c(Cl)cccc3Cl)noc2C)no1` is listed as u | u | x | 0.3 | -8.8 | 3.6%
`COc1ccc2nc(NC(=O)CSC3=NCCS3)sc2c1` is listed as -13.6% | -1.8% | 0.8% | 31.6* | 54.9 | 9.0%

(further entries)
mol	Pf growth 96h	Pf growth 48h	FBPA Giardia inh	Cycloheximide cs	Shiga inhibitor	Sm TGR inh
COc1ccc(NC(=O)c2ccccc2S(=O)c2ccccc2C#N)cc1 (stereo not drawn)	30.3%[1.15 µM]	0.0%	0.3%	-7.5	-10.3	-6.4%
O=C(Nc1ccccc1C(=O)N/N=C/c1ccco1)c1ccc(F)cc1	u	-17.3%	-16.3%	15.1	14.4	3.3%
COc1ccccc1-c1cn[nH]c1-c1ccc(OCc2ccc([N+](=O)[O-])cc2)cc1O	-12.8%	u	6.1%	-2.3	-18.9	-5.6%
CCOC(=O)C1CCN(S(=O)(=O)CCNC(=O)c2ccc3c(c2)OCO3)CC1	14.0%	6.6%	x	x	x	-17.1%
CCCc1nc(C)cc(N2CCN(c3ccccc3)CC2)n1	0.0%	-14.7%	-27.7%	-2.7	-5.0	11.5%
Cn1c2ccccc2c2c(C(=O)N3CCN(c4ccccc4)CC3)cn(C3CCCC3)c(=O)c21	x	x	-9.1%	-2.8	-8.9	-32.5%
CCOC(=O)/C=c1\s/c(=C\c2ccc3cc(OC)ccc3c2)c(=O)n1CC(=O)NCC1CCCO1 (stereo not drawn)	22.2%	u	6.0%	-2.9	-4.9	6.5%
CC1C/C(=C\c2ccccc2[N+](=O)[O-])c2nc3ccccc3c(C(=O)O)c2C1 (stereo not drawn)	u	0.4%	-8.3%	-2.4	2.3	-14.4%
CCOC(=O)C1CCN(C(=O)c2sccc2Cl)CC1	6.5%	1.4%	7.0%	-1.7	-6.5	10.4%
Cc1ccc(NS(=O)(=O)c2ccc(C(=O)NCc3ccccn3)cc2)cc1	u	u	-2.6%	-4.6	-2.6	-12.3%
COc1ccc(C(CNC(=O)Cc2ccc3ccccc3c2)N(C)C)cc1 (stereo not drawn)	-17.4%	-1.8%	x	-3.6	-8.9	-13.7%
CN(CCOc1ccccc1)C(=O)C1CCC(=O)N(CCCN2CCOCC2)C1 (stereo not drawn)	u	-5.3%	x	-1.3	-6.1	-31.6%
COCCN(C(=O)COC(=O)CSc1ccc(Cl)cc1)c1c(N)n(CC(C)C)c(=O)[nH]c1=O	9.8%	9.0%	x	x	x	-1.9%
Cc1c(CN(C)CCc2ccccc2)c(=O)n(-c2ccccc2)n1C	-0.3%	16.4%	-26.2%	-1.0	-3.4	-3.2%
Cc1cccc(NC(=O)Nc2c(C)[nH]c(=O)[nH]c2=O)c1C	3.6%	21.5%	7.8%	-2.2	-4.4	-7.3%
COc1ccc(C(=O)O/N=C(/C(N)=O)P(=O)(OC(C)C)OC(C)C)cc1	-5.8%	-8.2%	1.7%	3.1	8.0	u
CCCCN(C)C(=O)c1nc2ccccn2c1CN1CCN(c2ccccn2)CC1	u	-0.2%	-3.8%	-2.0	-12.5	2.3%
CCNC(=O)CSc1nnc(CN2CCCCCC2=O)n1-c1ccccn1	9.6%	u	1.7%	7.9	2.0	-9.4%
O=C(O)c1cc(N/N=C/c2ccc3c(c2)OCCO3)ccc1Cl	480.9%[activator]	277.0%[activator]	-0.4%	109.2*	116.0*	-19.2%
COc1cccc(-c2nc(CS(=O)(=O)CC(=O)N3CCN(c4ccccn4)CC3)c(C)o2)c1	u	-2.0%	4.1%	-3.4	1.0	50.1µM*
C[C@H](NC(=O)N1C[C@H]2C[C@@H](C1)c1cccc(=O)n1C2)C(=O)Nc1ccccc1F	51.4%[activator]	0.2%	16.4%	-1.3	-1.6	-5.8%
O=[N+]([O-])c1ccc(N/N=C/c2cccc(O)c2)cc1	u	88.5%[activator]	6.4%	52.9*	113.2*	-23.9%
COc1cc(CCC(=O)OCC(=O)Nc2sccc2C(N)=O)cc(OC)c1OC	18.0%	0.0%	x	x	x	6.3%
CNC(=S)N1N=C(c2cccs2)CC1c1ccc(F)cc1 (stereo not drawn)	39.6%[activator]	u	8.2%	-2.5	3.2	-8.3%
O=C(N/N=C/c1c[nH]c2ccccc12)c1cc(-c2ccc3ccccc3c2)n[nH]1	3.1%	-45.0%	-0.1%	49.5*	64.2*	-0.8%
Cc1[nH][nH]c(=O)c1C(c1ccc(Br)cc1)c1c(C)[nH][nH]c1=O	u	17.2%	-23.5%	-1.6	-6.2	u
CC[C@H]1OC(=O)[C@H](C)[C@@H](O[C@H]2C[C@@](C)(OC)[C@@H](O)[C@H](C)O2)[C@H](C)[C@@H](O[C@@H]2O[C@H](C)C[C@H](N(C)C)[C@H]2O)[C@](C)(O)C[C@@H](C)C(=NOCOCCOC)[C@H](C)[C@@H](O)[C@]1(C)O	u	-9.1%	7.0%	-2.0	1.2	-30.2%
O=C(c1ccccc1)N1CCCC(c2ccc(Cl)cc2)=N1	9.28µM*	14.7µM*	10.1%	-1.9	14.7	2.8%
Cc1ccc(CNC(=O)c2nnc(CS(=O)(=O)c3ccccc3)o2)cc1	u	u	10.1%	1.1	10.3	7.1%
CCC(=O)c1ccc(OCC(=O)OCC(=O)NC2CCCCCCC2)cc1	20.9%	11.8%	x	-0.6	-12.3	-3.2%
CCc1nnc(NS(=O)(=O)c2ccc(NC(=O)COc3ccc4ccccc4c3)cc2)s1	u	u	21.5%	-2.6	15.8	x
COc1ccc(OCC(=O)N2CCN(Cc3nc4cc([N+](=O)[O-])ccc4n3C)CC2)cc1	u	-9.3%	0.7%	2.3	-13.5	-9.5%
Cc1ccc(C(=O)C2(C)N(O)C(C)C(c3cccs3)=[N+]2[O-])cc1 (stereo not drawn)	21.8%	-5.9%	3.1%	11.7	-8.3	0.0%
COc1ccc(OC)c(S(=O)(=O)n2ccnc2C)c1	x	-1.3%	-5.0%	-4.4	-5.0	-1.2%
CCOC(=O)/C(C(N)=NCC(C)C)=C(/O)c1ccccc1	-0.5%	-10.9%	-3.2%	22.5	-5.9	7.4%
Cc1nnc(NC(=O)CSCc2c(C)noc2C)s1	-4.1%	3.9%	x	x	x	-1.9%
COc1ccccc1CN1C[C@@H]2C[C@@H](C3=Cc4cc(Cl)ccc4OC3)N3CCC[C@@]23C1=O	13.1µM*	u	-8.7%	-1.5	3.3	-22.5%
COc1ccc(S(=O)(=O)c2ccc(OCC3CO3)cc2)cc1 (stereo not drawn)	u	u	7.4%	-1.9	-4.7	-11.1%
Cc1ccccc1-n1nnnc1SC1CCOC1=O (stereo not drawn)	u	26.8%	-0.1%	5.6	6.1	-7.9%
O=C(C1CCN(c2nc(-c3ccccc3)nc3c2CCC3)CC1)N1CCC(O)CC1	u	3.7µM*	x	-0.7	-17.2	-15.0%
COc1ccc(NC(=O)C2CCN(S(=O)(=O)c3ccc(OC)c(OC)c3)CC2)c(OC)c1	40.3%[activator]	u	-4.3%	-3.4	22.4	7.1%
Cc1ccc(S(=O)(=O)NC2CCCc3ccccc32)cc1C (stereo not drawn)	28.4%	x	-1.3%	-3.2	-11.4	3.8%
